# GLP1R inv ag: inverse agonists of human GLP-1 receptor | P43220 | HEK293 GLP-1R CRE-luciferase, luminescence, 24 h; GLP-1R form is constitutively active | Potency, µM (highest dose often 38.3 µM), for the others: at the highest dose activity change, negative = inhibition, most hits filed as inhibitors | 1.6% of 410,000 active | AID 624417; note: potency is the fitted concentration of half-maximal effect; % is set by controls: 0 for no effect and ±100 for the full control effect; nearly all actives have a fitted effect of over 55% in size
# Target sequence (P43220 whole entry, looked up): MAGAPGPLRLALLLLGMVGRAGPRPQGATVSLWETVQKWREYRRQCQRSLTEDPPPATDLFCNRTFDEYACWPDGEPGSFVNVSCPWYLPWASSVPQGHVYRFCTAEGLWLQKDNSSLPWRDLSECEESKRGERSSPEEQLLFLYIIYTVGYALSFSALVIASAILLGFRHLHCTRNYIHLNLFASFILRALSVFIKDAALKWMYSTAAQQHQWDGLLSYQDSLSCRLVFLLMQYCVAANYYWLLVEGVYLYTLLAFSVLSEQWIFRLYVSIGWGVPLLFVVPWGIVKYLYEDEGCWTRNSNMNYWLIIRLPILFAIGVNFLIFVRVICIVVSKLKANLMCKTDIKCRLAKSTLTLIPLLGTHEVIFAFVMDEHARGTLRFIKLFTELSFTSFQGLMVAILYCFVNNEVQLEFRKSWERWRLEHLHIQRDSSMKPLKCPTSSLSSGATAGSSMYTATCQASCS
#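 Using stably transfected HEK293 (constitutively active GLP-1R, cAMP-luciferase reporter), compounds were incubated 24 hr and luciferase measured by luminescence.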
# GLP1R cytotox: cytotoxic in the GLP-1 receptor inverse agonist counter-screen; HEK293 cAMP-luciferase reporter cells, luminescence, 24 h; Potency, µM (titrated, usually from 38.3 µM), without a hit: at the highest dose activity change, negative = inhibition, hits mostly inhibitors; AID 624418; 0.13% of 410,000 active;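 note: loss of luciferase light is scored as toxicity; potency is the fitted concentration of half-maximal effect; % is set by controls: 0 for no effect and ±100 for the full control effect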
#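 Here, cytotoxicity is scored as loss of luminescence. The MLSMR collection was tested on cells seeded in medium containing 10% Nu serum, with a 24 hr compound exposure preceded by 12 hours of culture.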
# Akt phos inh: Akt phosphorylation inhibition; activity change, % for hits at 50 µM; 0.32% of 360,000 active; AID 651550; Neuro2A IGF-stimulated pAkt S473 HTRF, 20 min; hits give low values; in the data active = activity change below about -80%; inconclusive = mostly about -51% to -80%; note: % is set by controls: 0 for no effect and ±100 for the full control effect
#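 Neuro2A cells (4,500/well, DMEM with 0.5% FBS) were treated with compound at a single 50 µM final concentration, stimulated with 6 nM IGF for 20 min at 37 °C, and lysed. Phospho-Akt Ser473 was read by HTRF as 665/615 ratio ×10^4.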
# FUS suppressor: suppressors of FUS proteinopathy in yeast; 0.24% of 390,000 active; S. cerevisiae FUS-expressing, growth rescue, OD600, 24 h; Potency, µM (series often up to 76.6 µM), for the others: at the top dose growth rescue (activation), usual class: activators;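 note: potency is the fitted concentration of half-maximal effect; plate controls were DMSO vehicle for no effect and reference control for full effect; nearly all actives have a fitted effect of over 55% in size; some results filed as inactive show a strong effect at the top dose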
#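 Restored growth of FUS-toxic S. cerevisiae, read as 600 nm absorbance after 24 h at 30C in galactose medium (starting OD 0.005). Controls CP55940 and DMSO.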
# TDP-43 yeast inh: TDP-43 toxicity inhibition in yeast | TDP-43 expressing yeast growth rescue, BacTiter-Glo, 24 h | Potency, µM (titrated, usually from 46.1 µM), for the others: top-dose growth rescue (activation), most hits filed as activators | 1.8% of 410,000 active; note: potency is the fitted concentration of half-maximal effect; % of control where 0% means no effect; nearly all actives have a fitted effect of over 50% in size
#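 Growth rescue of TDP-43-toxic yeast measured as ATP luminescence (BacTiter-Glo). Cells grown to mid-log in raffinose, induced in galactose at OD600=0.02, exposed to compound 24 hr at 30 deg C.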
# aSyn yeast inh: rescues yeast growth from alpha-synuclein toxicity | Yeast expressing alpha-synuclein, growth rescue, BacTiter-Glo, 24 h | Potency, µM (highest dose often 46.1 µM), inactives show at the highest dose growth rescue (activation), most hits filed as activators | 0.14% of 370,000 active | AID 652106; note: potency is the fitted concentration of half-maximal effect; % of control where 0% means no effect; nearly all actives have a fitted effect of over 65% in size
#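 Readout is rescue of growth in alpha-synuclein-expressing yeast, so inhibitors of toxicity appear as activators. Growth after 24 hr at 30 deg C in galactose medium is quantified by luminescence.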
# PTHR1 ag: activates the human parathyroid hormone receptor PTHR1 | HEK293 GP2 PTHR1 cells, GloSensor cAMP luminescence, 1 h | Q03431 | Potency, µM (titrated, usually from 115 µM), for inactives: at the highest dose activation, hits mostly activators | 0.075% of 410,000 active | AID 743266; note: potency is the fitted concentration of half-maximal effect; nearly all actives have a fitted effect of over 55% in size; some results filed as inactive show a strong effect at the top dose; inactives centre near -15; many of its hits are not listed in these tables
# Target sequence (Q03431 whole entry, looked up): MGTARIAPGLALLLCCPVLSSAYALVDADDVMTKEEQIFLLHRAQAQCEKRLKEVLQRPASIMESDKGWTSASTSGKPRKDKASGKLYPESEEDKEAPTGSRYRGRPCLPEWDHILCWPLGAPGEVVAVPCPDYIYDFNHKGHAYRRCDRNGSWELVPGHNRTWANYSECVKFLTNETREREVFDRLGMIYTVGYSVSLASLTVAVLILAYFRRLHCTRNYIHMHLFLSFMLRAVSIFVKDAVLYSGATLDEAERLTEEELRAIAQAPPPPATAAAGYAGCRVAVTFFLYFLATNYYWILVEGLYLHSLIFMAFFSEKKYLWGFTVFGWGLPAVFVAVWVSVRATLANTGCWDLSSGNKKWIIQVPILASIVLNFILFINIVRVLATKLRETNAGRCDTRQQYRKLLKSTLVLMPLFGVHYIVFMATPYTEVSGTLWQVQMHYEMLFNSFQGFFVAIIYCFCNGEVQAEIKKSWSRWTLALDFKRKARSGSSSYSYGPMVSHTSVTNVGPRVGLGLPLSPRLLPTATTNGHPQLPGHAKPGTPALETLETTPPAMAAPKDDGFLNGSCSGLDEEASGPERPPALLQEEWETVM
#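 HEK-293-derived GP2 cells expressing PTHR1 and a GloSensor cAMP reporter, 3,000/well, plated overnight, given luciferin plus IBMX (each 0.5 mM as added) for 1 h at 37 °C, then compound for 1 h at 37 °C. Luminescence was read after 15 min at room temperature.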
# Abeta yeast res: restores growth of yeast expressing A-beta42 peptide | yeast expressing A-beta42, growth rescue, OD600, 48 h; response scale: 0% DMSO, 100% iron-clioquinol control | Potency, µM (highest dose often 46.1 µM), for the others: top-dose growth rescue, most hits filed as activators | 0.063% of 410,000 active | AID 1347071; note: potency is the fitted concentration of half-maximal effect; nearly all actives have a fitted effect of over 55% in size
#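 Yeast A-beta toxicity model in growth medium with pinned compounds, 48 h at 30 C; growth read as absorbance at 600 nm. Normalized to FeCl3/clioquinol equimolar mix (positive) and DMSO (negative).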
# Mm-Cpn inhibitor: M. maripaludis TRiC chaperonin inhibition. Potency, µM (doses to about 76.9 µM), without a hit: at the highest dose activity, negative = inhibition, actives largely listed as inhibitors. 0.031% of 330,000 active. purified Mm-Cpn ATPase, ADP Transcreener TR-FRET; note: potency is the fitted concentration of half-maximal effect; % is set by controls: 0 for no effect and ±100 for the full control effect; nearly all actives have a fitted effect of over 80% in size
#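 Inhibition of chaperonin ATP hydrolysis is measured as reduced ADP production, detected by competitive TR-FRET in which signal falls with ADP. Final enzyme 25 nM and ATP 10 uM, reacted 30 min at 37°C.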
# Starred values were filed as active, the others as inactive; i = inactive; ? = inconclusive; nt = not tested or not shown; [ ] = another dose, or the depositor's remark. Unless noted, calls come from the whole dose curve; as a rule, active = well fitted curve in the direction sought with a large enough effect; inconclusive = small, poorly fitted or top-dose-only effect, or another doubt; inactive = no such curve, though single readings can be large; an effect the other way counts as inactive or inconclusive. Not all compounds are listed; count on the stated rates, not on these rows.
Structure	GLP1R inv ag	GLP1R cytotox	Akt phos inh	FUS suppressor	TDP-43 yeast inh	aSyn yeast inh	PTHR1 ag	Abeta yeast res	Mm-Cpn inhibitor
COc1ccccc1Oc1coc2c(CN(C)C)c(O)ccc2c1=O	-5%	-6%	i	-12%	-14%	-9%	-1%[57.5 µM]	-7%	-5%
COc1ccc(NC(=O)NNC(=O)COc2ccc3ccccc3c2)cc1OC	-7%	12%	i	29%	-18%	-3%	-12%	-1%	-7%
CCCCNC(=O)C(=O)NCc1ccncc1	4%	-2%	i	-4%	-11%	-2%	i	6%	-5%
CC(=O)c1cccc(NC(=O)Cn2cnc(S(=O)(=O)N3CCC(C)CC3)c2)c1	17%	3%	i	-20%	15%	-2%	i	-10%	1%
CN1CCN(C(=O)c2cc3c(s2)-c2ccccc2S(=O)(=O)C3)CC1	-12%	10%	i	-16%	1%	1%	13%	3%	0%
Cn1c(=O)c(S(=O)(=O)C(C)(C)C)c(O)c2ccccc21	5%	-5%	i	nt	2.8µM*	16%	i	0%	0%
CCn1c(COC(=O)CNC(=O)c2ccccc2)nc2cc(S(=O)(=O)N(C)C)ccc21	8%	-16%	i	16%	11%	-4%	-10%	9%	0%
CCN=C1SC(CC(=O)NC(C)C)C(=O)N1CC (stereo unspecified)	29%	27%	i	-17%	-14%	0%	-3%[57.5 µM]	1%	3%
C#CCOCCOCCOCCNc1nc(N2CCN(C(=O)C([C@@H](C)CC)n3cc(C(N)CC(C)C)nn3)CC2)nc(N2CCN(C(=O)[C@H](CCC(=O)O)n3cc(C(N)[C@H](C)CC)nn3)CC2)n1 (stereo partly specified)	14%	5%	i	13%	16%	2%	i	2%	nt
CC(=O)Nc1ccccc1NC(=O)C/C(C)=N/NC(=O)C(=O)N1CCCCC1	0%	8%	i	19%	-1%	-3%	0%	-17%	0%
CC(/C=N/n1c(-c2cccnc2)n[nH]c1=S)=C\c1ccco1	30%[activator]	-3%	i	?	17%	-1%	i	6%	-2%
CCN(CC)C(=O)CN(c1cccc(C(F)(F)F)c1)S(C)(=O)=O	0%	5%	i	-10%	8%	-6%	-22%[57.5 µM]	-3%	0%

# Some entries already given with just GLP1R inv ag and TDP-43 yeast inh.
canonical_smiles	GLP1R inv ag	TDP-43 yeast inh
CCCCNC(=O)C(=O)NCc1ccncc1	4%	-11%
CC(=O)c1cccc(NC(=O)Cn2cnc(S(=O)(=O)N3CCC(C)CC3)c2)c1	17%	15%
CN1CCN(C(=O)c2cc3c(s2)-c2ccccc2S(=O)(=O)C3)CC1	-12%	1%
Cn1c(=O)c(S(=O)(=O)C(C)(C)C)c(O)c2ccccc21	5%	2.8µM*
CCn1c(COC(=O)CNC(=O)c2ccccc2)nc2cc(S(=O)(=O)N(C)C)ccc21	8%	11%

# Remaining list, next part:
Structure	GLP1R inv ag	GLP1R cytotox	Akt phos inh	FUS suppressor	TDP-43 yeast inh	aSyn yeast inh	PTHR1 ag	Abeta yeast res	Mm-Cpn inhibitor
O=C(Cn1cc(S(=O)(=O)Cc2ccccc2F)c2ccccc21)N1CCOCC1	2%	20%	i	9%	-18%	0%	-20%	11%	0%
CCN(CC)CCCn1c2c(c(SCC(=O)Nc3ccccc3Cl)nc1=O)CCC2	?	2%	i	2%	14%	-3%	i	2%	-2%
CCN(C(=O)CN1CCC(C(=O)OC)CC1)c1c(N)n(Cc2ccccc2)c(=O)[nH]c1=O	9%	4%	i	-16%	14%	-1%	-11%	-1%	1%
Cc1sc2ncnc(N3CCC(C(=O)NNC(=O)c4ccc(Cl)cc4)CC3)c2c1C	?	2%	i	31%	28%	0%	-49%	6%	-2%
CCCCNC(=O)OCC(CC)NC(=O)OC(C)C (stereo unspecified)	3%	4%	i	-25%	8%	4%	i	4%	-2%
O=C(CSc1nnc2ccccn12)Nc1ccccc1C(=O)O	10%	2%	i	0%	8%	-1%	i	-14%	0%
Cc1noc(C)c1C(=O)Nc1cccc(S(=O)(=O)N2CCOCC2)c1	0%	-2%	i	15%	13%	?	-37%[inhibitor]	-1%	?
O=C1CCN(CCCc2ccccc2)CCN1[C@H](CO)c1ccccc1	16%	11%	i	-10%	-9%	-3%	-8%	0%	-2%
Cc1ccc(N(C(=O)c2cnccn2)C(C(=O)NC2CCCCC2)c2ccc(O)cc2)cc1 (stereo unspecified)	7%	16%	i	20%	5%	-2%	-22%	-9%	-6%
O=C(CCS(=O)(=O)c1cc(Br)cc2c1N(C(=O)C1CC1)CC2)N1CCN(c2cccc(Cl)c2)CC1	-5%	18%	nt	4%	10%	nt	i	6%	nt
O=C(NNc1nc(-c2ccccc2)cs1)c1cccs1	?	?	i	5%	12%	7%	-13%	-11%	0%
CC(C)(C)c1ccc(/C=C2\SC(=O)N=C2N)cc1	?	-13%	i	-29%	-1%	7%	i	8%	-2%
CCn1cc([N+](=O)[O-])c(C(=O)Nc2ccc3c(c2)OCCO3)n1	-13%	6%	i	0%	-7%	1%	-14%[57.5 µM]	21%	4%
COCCNC(=S)NCc1cccs1	6%	-2%	i	1%	-7%[0.397 µM]	1%	i	8%	1%
CCn1c(SCC(=O)Nc2ccc(C)cc2Br)nnc1-c1nonc1NC(C)=O	4%	1%	nt	19%	10%[9.22 µM]	nt	i	-1%	nt
Cc1ccccc1NC(=O)CSc1nnc(-c2ccccn2)o1	1%	1%	i	17%	-21%	-1%	i	-6%	0%
COc1ccc(NC2CCCN(C(=O)c3ccncc3)C2)cc1 (stereo unspecified)	11%	5%	i	2%	0%	-17%	-19%	-5%	3%
CCOc1ccc(N2C(=O)c3ccccc3C2O)cc1 (stereo unspecified)	3%	-5%	i	-17%	25%	-6%	-22%	3%	-2%
CN1C(=O)N(C)C2(c3ccccc3)Nn3c(s/c(=C/c4ccccc4)c3=O)=NC12c1ccccc1 (stereo unspecified)	-7%	70%[activator]	nt	-10%	-28%	-1%	-11%[57.5 µM]	17%	1%
CC(=O)C[C@@H]1OC[C@H](C)N1S(=O)(=O)c1ccc(C)cc1	0%	1%	i	11%	25%	1%	-6%	-7%	nt
NC(=S)N/N=C/c1c[nH]c2ccccc12	13%	-5%	i	-1%	13%	-8%	-30%[inhibitor]	-21%	1%
COc1ccc2c(c1)oc1c(SCc3nc4ccccc4[nH]3)nc(C)nc12	nt	nt	nt	43%	nt	nt	-16%	23%	-13%
CC1CC(C)CN(C(=O)c2cccc(S(=O)(=O)Nc3cc(C(F)(F)F)ccc3Cl)c2)C1 (stereo unspecified)	?	-16%	i	37%	-9%[0.397 µM]	-14%	-33%[inhibitor]	-2%	1%
CCc1cc2ccc(C)cc2nc1SCC(=O)Nc1cc(C)on1	5%	0%	i	-3%	25%[9.22 µM]	0%	i	3%	5%
COc1ccc2oc(=O)c(NC(=O)C3CCCCC3)cc2c1	0%	0%	i	8%	-3%	0%	i	-6%	1%
CCN(CC(=O)Nc1cc(Cl)ccc1C)C(=O)CCc1nc2ccccc2c(=O)[nH]1	1%	2%	i	15%	1%	-1%[1.84 µM]	22%	2%	0%
COc1ccc(/C=N/NC(=O)c2nc(-c3ccccc3)cc(-c3ccccc3)n2)cc1O	-11%	?	i	nt	0%	0%	-39%[inhibitor]	0%	-6%
COc1ccccc1C(CNC(=O)COc1cc(C)ccc1Cl)N1CCCC1 (stereo unspecified)	?	?	i	1%	3%	1%	-8%	-8%	0%
COc1ccc(C(=O)C2CCCN(S(=O)(=O)c3cccc(C)c3)C2)c(C)c1 (stereo unspecified)	?	31%[activator]	i	nt	12%	-1%	-48%[inhibitor]	11%	-2%
Cc1ccccc1NS(=O)(=O)c1ccc(N2CCCC2=O)cc1	-4%	-35%	i	2%	9%	0%	i	8%	-3%
O=C(CCNC(=O)C1CCN(S(=O)(=O)c2ccc(F)cc2)CC1)NCCc1ccc(Cl)cc1	-7%	4%	nt	-16%	9%	-3%	-13%	-2%	3%
COc1cc([N+](=O)[O-])cc(/C=N/N(CCC#N)C(C)=O)c1O	?	?	i	17%	13%	-2%	i	-60%[inhibitor]	-3%
c1ccc2[nH]c(SCc3cn4ccccc4n3)nc2c1	34%[activator]	-1%	i	17%	-14%[0.397 µM]	-1%	-47%[inhibitor]	-16%	1%
CCn1cc(CCC(=O)NCCN2CCOCC2)c2ccccc21	-4%	-2%	i	18%	-10%	3%	i	-9%	-2%
CC(C)c1ccc(NC(=O)COC(=O)C2CC3C=CC2C3)cc1 (stereo unspecified)	?	5%	i	13%	?	-10%	-16%	-13%	2%
CCc1cccc(OCC(=O)Nc2ccc(S(=O)(=O)N3CCCC3)cc2)c1	?	-7%	i	19%	7%	1%	-18%	10%	-2%

# Whole records from above. Values in the order: GLP1R inv ag, GLP1R cytotox, Akt phos inh, FUS suppressor, TDP-43 yeast inh, aSyn yeast inh, PTHR1 ag, Abeta yeast res, Mm-Cpn inhibitor
# O=C(CCNC(=O)C1CCN(S(=O)(=O)c2ccc(F)cc2)CC1)NCCc1ccc(Cl)cc1 across the screens: -7%, 4%, nt, -16%, 9%, -3%, -13%, -2%, 3%
# c1ccc2[nH]c(SCc3cn4ccccc4n3)nc2c1 across the screens: 34%[activator], -1%, i, 17%, -14%[0.397 µM], -1%, -47%[inhibitor], -16%, 1%
# COc1ccc2oc(=O)c(NC(=O)C3CCCCC3)cc2c1 across the screens: 0%, 0%, i, 8%, -3%, 0%, i, -6%, 1%

# Screening results from PubChem.
